Assay outcomes as filed in PubChem BioAssay.
A3G deaminase = inhibitors of human APOBEC3G DNA deaminase; inhibition, % at 20 µM; recombinant A3G, ssDNA deamination FAM/TAMRA fluorescence; hit rate 0.28% among 330,000;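 active = inhibition of at least 40% at 20 µM, with no more than 30% in the related APOBEC3A deaminase screen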;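 also: plate controls were DMSO wells with A3G for no effect and wells lacking A3G enzyme for full effect; some compounds called inactive have numbers as strong as hits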
SENP8 block-1 = SENP8 protease inhibition; hit rate 1.2% among 330,000; inhibition, % at 10 µM; AID 2540; purified SENP8, Z-RLRGG-aminoluciferin cleavage, luminescence; in the data active = inhibition above about 50%
UBC13 polyUb = blocks human UBC13 polyubiquitin chain formation; hit rate 0.47% among 330,000; AID 485273; TR-FRET; inhibition, % at 20 µM; in the data active = inhibition above about 45%, passing the limit was not always enough
SENP8 block-2 = SENP8 (human) protease inhibition. hit rate 0.64% among 360,000. Q96LD8. recombinant SENP8, Nedd8 substrate fluorescence. AID 602440. inhibition, % at 20 µM; in the data active = inhibition mostly above about 40%, no sharp cut-off; inactive = mostly below about 27%
Apaf-1 inh = inhibitors of human Apaf-1 apoptosome | O14727 | reconstituted apoptosome caspase-3 activity, DEVD-Rh110 fluorescence | inhibition, % at 20 µM | hit rate 0.71% among 330,000; active = inhibition of at least 40% at 20 µM;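 also: plate controls were DMSO wells for no effect and DEVD-CHO caspase inhibitor wells for full effect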
Target sequence (O14727 whole entry, looked up): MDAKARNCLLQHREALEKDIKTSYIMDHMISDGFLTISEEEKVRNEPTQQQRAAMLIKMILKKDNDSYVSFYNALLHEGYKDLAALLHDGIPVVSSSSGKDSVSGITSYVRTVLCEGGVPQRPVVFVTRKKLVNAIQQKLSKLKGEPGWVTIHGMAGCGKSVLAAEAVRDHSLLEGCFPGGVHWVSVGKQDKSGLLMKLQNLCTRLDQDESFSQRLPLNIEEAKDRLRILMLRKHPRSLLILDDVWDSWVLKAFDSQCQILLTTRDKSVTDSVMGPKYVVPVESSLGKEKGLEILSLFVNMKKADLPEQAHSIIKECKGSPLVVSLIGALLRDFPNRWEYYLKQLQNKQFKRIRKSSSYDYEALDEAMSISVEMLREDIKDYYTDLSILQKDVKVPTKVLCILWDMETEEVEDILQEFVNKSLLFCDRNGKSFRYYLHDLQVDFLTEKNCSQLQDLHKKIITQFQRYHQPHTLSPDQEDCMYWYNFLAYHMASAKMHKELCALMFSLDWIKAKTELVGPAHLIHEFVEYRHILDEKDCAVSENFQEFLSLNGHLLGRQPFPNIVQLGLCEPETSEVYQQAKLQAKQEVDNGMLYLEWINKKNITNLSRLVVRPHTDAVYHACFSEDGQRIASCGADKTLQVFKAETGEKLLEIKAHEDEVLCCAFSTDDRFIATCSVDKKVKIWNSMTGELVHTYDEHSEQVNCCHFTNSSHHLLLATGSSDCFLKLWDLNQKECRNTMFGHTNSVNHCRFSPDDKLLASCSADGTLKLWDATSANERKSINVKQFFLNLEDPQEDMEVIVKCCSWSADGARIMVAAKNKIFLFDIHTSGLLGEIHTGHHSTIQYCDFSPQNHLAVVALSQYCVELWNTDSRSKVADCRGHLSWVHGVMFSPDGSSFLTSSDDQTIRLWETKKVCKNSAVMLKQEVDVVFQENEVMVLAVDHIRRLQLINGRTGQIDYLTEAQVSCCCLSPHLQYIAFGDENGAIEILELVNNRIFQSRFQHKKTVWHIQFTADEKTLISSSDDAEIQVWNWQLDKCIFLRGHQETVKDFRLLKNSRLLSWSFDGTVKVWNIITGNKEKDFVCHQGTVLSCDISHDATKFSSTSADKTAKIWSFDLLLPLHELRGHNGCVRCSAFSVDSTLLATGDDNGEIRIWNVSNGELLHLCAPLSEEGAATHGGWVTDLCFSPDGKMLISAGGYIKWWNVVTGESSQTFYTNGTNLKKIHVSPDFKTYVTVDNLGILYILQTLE
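detection = Rh110 fluorescence intensity | test system = biochemical Apaf-1 apoptosome reconstitution | also added = cytochrome c and DEVD-Rh110 substrate | schedule = 30 min plus 50 min, RT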
SENP6 inh = inhibitors of human SENP6 protease; Q9GZR1; Recombinant SENP6 catalytic domain, aminoluciferin luminescence; inhibition, % at 10 µM; hit rate 1.8% among 330,000; AID 2599;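 active = inhibition above about 50% at the single tested dose, limit read from the data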;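 also: plate controls were DMSO wells with enzyme for no effect and DMSO wells lacking enzyme for full effect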
SENP7 block = SENP7 protease inhibition | Q9BQF6 | recombinant SENP7, Z-RLRGG-aminoluciferin luminescence, 40 min | inhibition, % at 5 µM | hit rate 1.5% among 330,000 | AID 434973;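 active = inhibition above about 50% at the single test dose, limit read from the data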;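 also: plate controls were DMSO with enzyme for no effect and no enzyme buffer wells for full effect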
SENP1 inh = inhibitors of human SENP1 SUMO protease catalytic domain | Q9P0U3 | recombinant SENP1 catalytic domain, CyPet-SUMO1-YPet FRET cleavage | inhibition, % at 10 µM | hit rate 0.21% among 360,000 | AID 624204;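 active = inhibition at least 30% at 10 µM, raw YFP signal under a set limit, fluorescence ratio 0.5 to 1.5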;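 also: 0% = enzyme with DMSO and 100% = no enzyme wells; some results filed as inactive read as strong as hits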
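material = recombinant human SENP1 catalytic domain, His6-tagged | quantity = 20 pM enzyme | reagent = 25 nM SUMO1 FRET substrate | compound dosing = 10 µM single point, 0.5% DMSO | timing = 50 min enzyme reaction, room temperature, light-protected | detection = FRET, CFP and YFP emission | control set = no-enzyme low, enzyme-DMSO high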
An asterisk follows results filed as active.

mol	A3G deaminase	SENP8 block-1	UBC13 polyUb	SENP8 block-2	Apaf-1 inh	SENP6 inh	SENP7 block	SENP1 inh
CNC(=O)/C(C#N)=C/c1c(N2CCN(c3ccccc3)CC2)nc2c(C)cccn2c1=O	-4	0	7	-289	11	3	4	-49
COC(=O)c1sccc1-n1cccc1C(=O)C(=O)N1CCCC1	3	-3	-5	21	-4	-20	3	1
COc1cccc(-c2nc3ccc(C(=O)NC(C)Cc4cccnc4)cc3o2)c1 (configuration not stated)	-2	12	-1	-124	11	33	31	1
Cc1ccccc1S(=O)(=O)NCc1ccc(N2CCN(C)CC2)cc1	-8	0	7	10	-8	-16	-1	0
O=C(c1cc2ccccc2c(=O)o1)N1CCCCCC1	-5	-3	-10	2	-3	-2	-7	-4
Cc1ccc(C)c(-n2c(-c3cccnc3)n[nH]c2=S)c1	21	1	-4	-229	7	6	-4	2
O=C(NCC1CCCO1)c1cccc(Br)c1 (configuration not stated)	-6	-5	10	15	-11	0	-1	0
CCC1C(=O)N=C(SCC(=O)Nc2cccc3ccccc23)NC1=O (configuration not stated)	-7	-7	0	7	-19	1	0	0
O=C(CCS(=O)(=O)c1ccccc1)Nc1nnc(C(F)(F)F)s1	-1	5	2	11	-4	-5	6	1
COc1ccc(OCCCC(=O)ON=C(N)c2ccccc2C)cc1	-8	-5	25	12	-4	-7	1	0
CC(Sc1nc2c(c(=O)n(C)c(=O)n2C)n1Cc1cc2c(cc1Cl)OCO2)C(=O)O (configuration not stated)	0	-17	-1	-4	1	-19	-14	-3
COc1ccc([N+](=O)[O-])cc1NC(=O)Cn1ccsc1=N	-3	1	-7	12	1	-7	-2	2
CC(C)CC1Nc2ccc(C(=O)NCCCN3CCCCC3C)cc2NC1=O (configuration not stated)	-4	0	8	-222	5	11	2	0
CC(C)CCn1cnc2c(oc3nc4c(cc32)CCCC4)c1=O	1	29	-2	-16	0	47	40	-3
CC(=O)NC1C(=O)N(CCN2CCOCC2)c2ccc(F)cc21 (configuration not stated)	1	6	2	10	3	3	9	-1
COc1ccc(C(=O)Nc2ccncc2)cc1[N+](=O)[O-]	13	-7	-1	7	3	4	7	1
O=C(COC(=O)c1ccc([N+](=O)[O-])s1)NCc1ccc(F)cc1	4	67*	0	30	34	76*	52*	3
O=C(Nc1cc(Cl)ccc1-n1cncn1)c1cc(S(=O)(=O)N2CCOCC2)ccc1F	-3	-1	4	0	0	-2	0	3
CSc1nc2ccc(S(=O)(=O)N3CCCCC3)cc2s1	-5	1	-6	11	-7	-7	2	0
COc1ccc(S(=O)(=O)c2c(O)c3ccc(C(=O)Nc4ccccc4)cc3[nH]c2=O)cc1	-3	4	2	-11	-17	-8	0	0
O=C(COc1ccccc1Cl)Nc1ccc(CN2CCCCC2)cc1	-10	1	0	10	8	-1	18	1
COc1ccc(CCNC(=O)c2cc(-c3ccccc3)on2)cc1OC	-7	-2	3	10	-6	-17	5	0
Cc1ccc(C(=O)O/N=C(\N)c2ccc(C(F)(F)F)cn2)cc1	-5	-10	1	16	-2	-3	6	6
CC1=NN(c2ccccc2)C(=O)C1c1ccccc1 (configuration not stated)	-7	-10	3	9	13	-2	-2	-1
Cc1cc2oc(=O)cc(CN3CCCCC3)c2cc1C(C)C	1	-2	-5	-32	18	-2	4	-7
Cc1cccc(NC(=O)Cn2cnc3ccccc3c2=O)c1C	3	5	-1	19	0	-15	9	-1
COC(=O)c1c(NC(=O)CCC(=O)O)sc2c1CCCCC2	-8	-16	-18	-21	12	-6	-2	-1
CCOP(=O)(O)c1ccccc1OCCCCCOc1ccccc1P(=O)(O)OCC	3	0	-1	16	0	7	-4	1
CCOc1ccccc1NC(=O)CSc1nnc(Cc2cccn2C)n1-c1ccc(F)cc1	-7	-2	-3	-3	5	-5	10	0
O=C(/C(=C/O)N=Nc1ccc(Cl)cc1)c1ccncc1	-5	-6	-21	40	5	4	-1	11
COc1ccc(C(CC(=O)Nc2ccc(C)cc2)NC(=O)C(F)(F)F)cc1 (configuration not stated)	-4	2	2	24	-15	5	8	-1
COc1ccc(Cl)cc1N(C(=O)c1ccco1)C(C(=O)NC1CCCC1)c1cccnc1 (configuration not stated)	-2	7	-2	8	8	12	9	2
CNS(=O)(=O)c1cccc(C(=O)NCC(c2cccs2)N2CCOCC2)c1 (configuration not stated)	-5	-10	3	12	9	-22	-7	-3
C=CCOc1ccc2ccccc2c1CNc1ncn[nH]1	-3	7	6	-3	-16	3	9	-1
CC(C)C(=O)Nc1cccc(NC(=O)c2cccc([N+](=O)[O-])c2)c1	-4	3	4	5	-7	-5	6	2
COc1ccc(CC(=O)Nc2cc(=O)n(C)c(=O)n2C)cc1OC	-13	-12	-12	21	-1	-30	-8	0
COc1cc2c(C(=O)N3CCN(C)CC3)c(C)n(-c3ccccc3)c2cc1Br	-7	-10	-2	12	8	-22	-7	-2
COc1ccc(OC)c(-n2c(C)ccc2-c2ccc(S(C)(=O)=O)cc2)c1	-3	7	9	-445	11	-14	0	1
c1ccc(CNc2cncnc2)cc1	-6	-4	3	-154	-3	-8	4	-8
O=C(CSc1cccc[n+]1[O-])CSc1cccc[n+]1[O-]	-8	-14	0	2	2	14	-1	3
COc1ccc(NC(=O)[C@@H]2CC=C[C@@H]3CCN(Cc4ccccc4)C(=O)[C@@H]32)cc1	35	0	5	2	8	-4	7	3
CC(C)(C)N(NC(=O)Nc1ccc(Cl)cc1)C(=O)c1ccccc1	-1	-10	1	15	5	-20	-5	3
N#CCC(=O)N/N=C/c1cc([N+](=O)[O-])ccc1N1CCCC1	-3	-16	-60	-12	2	-28	-5	-17
CC(=O)OCCCNc1cc(Sc2ccc(C)cc2)c2nonc2c1[N+](=O)[O-]	-10	-4	-14	12	19	-2	-4	-19
Cc1cc(Br)ccc1SCC(=O)OCC(=O)Nc1ncc(C(F)(F)F)cc1Cl	-14	-12	-6	3	17	-10	-3	2
CCOc1ccc(C(=O)NC2CCN(C(=O)NCc3ccccc3)CC2)cc1	-5	-5	-5	9	5	-19	-7	0
O=C(N[C@@H](Cc1ccccc1)C(=O)N1CCC2(CC1)NCCc1[nH]cnc12)c1cccc(Br)c1	-1	-1	10	6	-1	-4	-2	0
COc1ccccc1CN=C1NC(=O)C(CC(=O)Nc2ccc(C(C)=O)cc2)S1 (configuration not stated)	1	-5	-1	9	-18	-7	2	-10

Six compounds from above, reduced to SENP1 inh, A3G deaminase and Apaf-1 inh.
Molecule,SENP1 inh,A3G deaminase,Apaf-1 inh
O=C(COc1ccccc1Cl)Nc1ccc(CN2CCCCC2)cc1,1,-10,8
COc1ccc(CCNC(=O)c2cc(-c3ccccc3)on2)cc1OC,0,-7,-6
Cc1ccc(C(=O)O/N=C(\N)c2ccc(C(F)(F)F)cn2)cc1,6,-5,-2
CC1=NN(c2ccccc2)C(=O)C1c1ccccc1 (configuration not stated),-1,-7,13
Cc1cc2oc(=O)cc(CN3CCCCC3)c2cc1C(C)C,-7,1,18
Cc1cccc(NC(=O)Cn2cnc3ccccc3c2=O)c1C,-1,3,0

(cont.)
mol	A3G deaminase	SENP8 block-1	UBC13 polyUb	SENP8 block-2	Apaf-1 inh	SENP6 inh	SENP7 block	SENP1 inh
Cn1cc(/C=C(\C#N)C(=O)Nc2ccccc2O)c2ccccc21	-8	-8	-4	12	14	9	2	-65
O=C(Nc1ccncc1)c1cc(S(=O)(=O)N2CCN(c3ccccc3)CC2)ccc1Cl	-7	-3	2	11	4	-7	-2	-2
CCOC(=O)C1CCN(C(=O)c2cccc(S(=O)(=O)N3c4ccccc4CC3C)c2)CC1 (configuration not stated)	-6	-3	1	11	-4	-2	-1	5
CCCC(=O)OCC(=O)c1[nH]c(C)c(C(C)=O)c1C	0	-2	6	12	-13	-5	-4	2
Cc1ccc(CNC(=O)c2cc3c(=O)n4ccccc4nc3n(CC3CCCO3)c2=N)cc1 (configuration not stated)	-5	-1	10	-296	14	16	6	-28
N#Cc1c(-c2ccccc2F)cc(-c2cccnc2)nc1N	-6	-1	18	-428	7	0	-1	-7
O=C(CCN1C(=O)c2cccc3cccc(c23)C1=O)NCC1CCCO1 (configuration not stated)	-2	-6	-10	-410	-1	-18	-4	1
COC(=O)c1c(NC(=S)NNC(=O)c2ccc(Cl)s2)sc(C(=O)N(C)C)c1C	2	0	-3	-54	24	-7	6	-30
Cc1cccc(-c2nnc(SCC(=O)c3ccc(O)cc3O)n2C)c1	2	-4	0	5	10	-3	1	-1
COCCN(CC(=O)NCc1ccc2c(c1)OCO2)C(=O)CCC(=O)Nc1nccs1	-1	-3	8	27	-2	-15	1	-1
COc1ccc(N(C(=O)Cn2nnc3ccccc32)C(C(=O)NCc2ccco2)c2ccncc2)cc1 (configuration not stated)	-12	1	-2	12	-5	-8	1	0
CC(C)=CCN1CCN(Cc2ccc(N3CCNC3=O)cc2)CC1CCO (configuration not stated)	-6	-16	-2	26	-3	0	-13	1
COc1ccc(CC(=O)N2CCN(c3ccccc3)CC2)cc1OC	2	-3	-9	8	-1	-10	13	0
COc1ccc(NC(=O)C2CCN(S(=O)(=O)c3c(C)noc3C)CC2)cc1OC	1	6	-8	11	-6	-15	24	0
Cc1ccccc1C(=O)N1CCc2c([nH]c3ccccc23)C1C(F)(F)F (configuration not stated)	-2	0	5	8	7	13	6	1
COc1ccc(OC)c(S(=O)(=O)N2CCC(C(=O)NCc3ccccc3OC)CC2)c1	-5	-8	1	10	1	-4	0	4
CCN1CCCC1CNC(=O)Cn1cccc1C(=O)c1ccccc1 (configuration not stated)	-6	-5	11	16	3	-17	-8	-5
CC12CCC(=O)N1C(C(=O)N1CCN(S(=O)(=O)c3ccccc3F)CC1)CS2 (configuration not stated)	-4	-6	3	-5	18	-31	3	2
Cc1ccc(S(=O)(=O)N(C)C)cc1NC(=O)C(C)OC(=O)/C=C/c1cccs1 (configuration not stated)	-4	-9	-4	23	-14	-7	1	0
COC(=O)c1cc(=O)c2c(C)nc(C(Cl)(Cl)Cl)nc2[nH]1	1	1	15	-8	2	-10	5	0
OCCN1CCN(c2ncnc3sc4c(c23)CCCC4)CC1	-2	0	-9	3	4	0	3	-6
C=CCn1cnc2sc(C(=O)Nc3ccccc3OC)c(C)c2c1=O	-1	-11	-2	-2	2	-12	-2	-8
Cn1cc(Br)cc2nc(C(F)(F)F)nc1-2	-5	-14	-14	16	8	-20	-7	-1
COC(=O)CNC(=O)Cn1c(=O)n(Cc2ccc(F)cc2)c(=O)c2sccc21	3	-13	-6	7	4	-11	-7	0
O=C1NC2(CCC3(CC2)OCCO3)NN1c1ccc(Cl)cc1	-7	-9	8	14	4	-17	0	-1
CCN(CC)c1ccc(C(=O)Nc2cccc(F)c2)cc1	0	59*	0	-155	14	84*	59*	-2
CN1CCCC(OC(=O)CCCC(=O)OC2CCCN(C)C2)C1 (configuration not stated)	-6	7	9	20	-1	1	6	2
CC1CC(C)CN(S(=O)(=O)c2ccc3c(c2)oc(=O)n3CC(=O)NCc2cccnc2)C1 (configuration not stated)	-6	-5	-12	15	11	-34	-5	2
Cc1nc(CN2CCOCC2)cc(=O)[nH]1	1	8	1	22	2	13	5	1

Compounds above with a COOH group (2):
mol	A3G deaminase	SENP8 block-1	UBC13 polyUb	SENP8 block-2	Apaf-1 inh	SENP6 inh	SENP7 block	SENP1 inh
CC(Sc1nc2c(c(=O)n(C)c(=O)n2C)n1Cc1cc2c(cc1Cl)OCO2)C(=O)O (configuration not stated)	0	-17	-1	-4	1	-19	-14	-3
COC(=O)c1c(NC(=O)CCC(=O)O)sc2c1CCCCC2	-8	-16	-18	-21	12	-6	-2	-1
